Pol beta inh = DNA polymerase beta (human) inhibition | Potency, µM (doses to about 114 µM), without a hit: at the highest dose activity change, negative = inhibition, usual class: inhibitors | AID 485314 | P06746 | Pol beta primer extension/strand displacement, fluorescence kinetic | actives 1.3% (n = 340,000); further: potency means the concentration at half of the fitted maximal effect; on the % scale 0 is the no-effect control and ±100 the full control effect
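Curves were derived by four-parameter Hill fits of normalized qHTS data. The kinetic fluorescent primer-extension read was taken at 0 and 10 min after 50 nM substrate, following a 15 min room-temperature preincubation of 10 nM enzyme with compounds.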
Pol eta inh = inhibitors of human DNA polymerase eta; AID 588591; actives 1.2% (n = 390,000); recombinant Pol eta, fluorescent DNA replication assay; Potency, µM (titrated, usually from 114 µM), for the others: at the highest dose activity change, negative = inhibition, actives largely listed as inhibitors; further: potency means the concentration at half of the fitted maximal effect; on the % scale 0 is the no-effect control and ±100 the full control effect
Target sequence (Q9Y253 whole entry, looked up): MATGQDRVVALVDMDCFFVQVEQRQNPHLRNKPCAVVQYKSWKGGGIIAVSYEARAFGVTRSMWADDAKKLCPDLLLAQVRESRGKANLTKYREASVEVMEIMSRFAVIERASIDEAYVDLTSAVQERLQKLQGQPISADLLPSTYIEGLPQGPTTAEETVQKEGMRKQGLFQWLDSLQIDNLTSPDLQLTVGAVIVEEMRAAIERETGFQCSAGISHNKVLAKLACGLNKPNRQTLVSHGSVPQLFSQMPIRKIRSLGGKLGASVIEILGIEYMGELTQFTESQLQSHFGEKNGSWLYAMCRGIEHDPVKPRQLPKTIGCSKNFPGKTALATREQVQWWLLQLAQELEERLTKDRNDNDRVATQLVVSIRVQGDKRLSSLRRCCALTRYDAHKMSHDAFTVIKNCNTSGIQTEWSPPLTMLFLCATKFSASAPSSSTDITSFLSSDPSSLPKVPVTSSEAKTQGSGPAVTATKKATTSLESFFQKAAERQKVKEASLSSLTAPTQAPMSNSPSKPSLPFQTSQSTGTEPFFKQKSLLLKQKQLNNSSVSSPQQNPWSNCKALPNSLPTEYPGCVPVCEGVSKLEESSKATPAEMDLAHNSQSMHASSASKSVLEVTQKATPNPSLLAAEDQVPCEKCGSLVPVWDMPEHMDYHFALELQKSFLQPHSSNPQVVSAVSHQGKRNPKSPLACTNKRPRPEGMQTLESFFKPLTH
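Fluorescent replication assay: 50 nM final substrate added after a 15 min room-temperature compound preincubation with 10 nM enzyme. Signal taken at 0 min and again at 10 min.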
Pol iota inh = inhibitors of human DNA polymerase iota | Q9UNA4 | Pol iota fluorescent replication assay, 10 min | Potency, µM (titrated, usually from 115 µM), inactives show at the top dose activity, negative = inhibition, usual class: inhibitors | actives 1% (n = 390,000) | AID 588590; further: potency means the concentration at half of the fitted maximal effect
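Fluorescent replication assay read twice, at 0 min and 10 min after adding 50 nM (final) substrate. Enzyme (10 nM) and compounds were first incubated 15 min at room temperature; enzyme-free buffer wells were negative controls.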
RXFP1 antagonist = antagonists of human relaxin receptor RXFP1; actives 0.59% (n = 350,000); HEK293-RXFP1, relaxin-stimulated cAMP HTRF, 30 min; active compounds read low; Q9HBX9; AID 1259400; activity change, negative = inhibition, % at 57.5 µM;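 active means activity change of -60% or lower, but not beyond a set lower limit; inconclusive means change between -60% and -40%, or beyond the set limit; inactive means change above -40%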; further: on the % scale 0 is the no-effect control and ±100 the full control effect
APE1 inh = inhibitors of human APE1 endonuclease; P27695; recombinant APE1, TAMRA/BHQ-2 abasic DNA cleavage fluorescence; Potency, µM (doses to about 65.8 µM), for the others: at the top dose activity change, negative = inhibition, usual class: inhibitors; actives 0.35% (n = 350,000); AID 2517;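 further: potency means the concentration at half of the fitted maximal effect; plate controls were vehicle for no effect and reference inhibitor for full effect; nearly all actives have a fitted effect of over 55% in size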
Target sequence (P27695 whole entry, looked up): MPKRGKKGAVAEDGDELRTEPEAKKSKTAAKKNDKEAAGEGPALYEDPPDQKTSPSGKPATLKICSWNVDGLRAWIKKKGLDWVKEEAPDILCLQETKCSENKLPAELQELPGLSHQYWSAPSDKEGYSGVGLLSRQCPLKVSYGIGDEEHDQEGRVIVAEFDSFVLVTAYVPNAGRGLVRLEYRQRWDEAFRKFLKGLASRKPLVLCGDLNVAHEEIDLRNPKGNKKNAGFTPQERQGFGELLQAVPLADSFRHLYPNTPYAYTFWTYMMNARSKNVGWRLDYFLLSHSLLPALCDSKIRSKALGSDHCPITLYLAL
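APE1 at 0.75 nM final was preincubated with compound 15 min at room temperature, then 50 nM double-stranded THF abasic-site substrate (5'-TAMRA/3'-BHQ-2) was added. Fluorescence (ex 525/em 598 nm) was read kinetically; third-minus-first read gave activity.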
POLK inh = blocks human DNA polymerase kappa activity | purified Pol kappa, fluorescent DNA synthesis assay, 10 min | Potency, µM (top dose mostly 107 µM), inactives show at the top dose activity, negative = inhibition, hits mostly inhibitors | actives 0.53% (n = 400,000) | AID 588579; further: potency means the concentration at half of the fitted maximal effect; on the % scale 0 is the no-effect control and ±100 the full control effect
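Pol kappa 10 nM + cpd, 15 min RT; start w/ substrate 50 nM final; fluorescence kinetic read, 0 and 10 min. Neg ctrl: buffer, no enzyme.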
PGK inhibitor = inhibitors of T. brucei phosphoglycerate kinase; P07378; PGK/GAPDH coupled, Kinase-Glo luminescence, 60 min; Potency, µM (doses to about 57.5 µM), inactives show top-dose activity change, negative = inhibition, actives largely listed as inhibitors; actives 0.043% (n = 380,000); further: potency means the concentration at half of the fitted maximal effect; on the % scale 0 is the no-effect control and ±100 the full control effect; nearly all actives have a fitted effect of over 60% in size
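Recombinant glycosomal PGK reaction used 1,3-bisphosphoglycerate generated in-well by GAPDH (100nM final) in 100mM TEA pH 7.6, 5mM MgCl2, 0.01% Tween-20. After 60 minutes at room temperature, ATP was read by Kinase-Glo Plus luminescence end-point.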
BLM helicase inh = blocks DNA unwinding by human BLM helicase; P54132; recombinant BLM DNA unwinding, fluorescence dequenching; Potency, µM (titrated, usually from 56.1 µM), inactives show at the top dose activity change, negative = inhibition, most hits filed as inhibitors; actives 0.2% (n = 350,000); AID 2528;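 further: potency means the concentration at half of the fitted maximal effect; plate controls were vehicle for no effect and no enzyme for full effect; nearly all actives have a fitted effect of over 35% in size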
Anesthetic bind = binds horse apoferritin like a general anesthetic; AID 485281; P02791; Potency, µM (doses to about 77.5 µM), without a hit: at the highest dose activity change, negative = displacement, most hits filed as inhibitors; actives 0.074% (n = 350,000); apoferritin/1-aminoanthracene competitive binding, fluorescence; further: potency means the concentration at half of the fitted maximal effect; on the % scale 0 is the no-effect control and ±100 the full control effect; nearly all actives have a fitted effect of over 20% in size
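Apoferritin-based anesthetic binding model; compound displacement of fluorescent 1-AMA measured as endpoint fluorescence after 10 minutes at room temperature, scaled to free-ligand and complex controls.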
Active calls of the source: *; i = inactive; ? = inconclusive; · = not tested or not shown; & = joins results of further samples; [ ] = dose if it differs, or a comment. Unless noted, the call rests on the fitted dose curve; in most records, active means well fitted curve in the direction sought with a large enough effect; inconclusive means small, poorly fitted or top-dose-only effect, or another doubt; inactive means no such curve, though single readings can be large; an effect the other way counts as inactive or inconclusive. These rows are one share of the data, so the mix of outcomes need not match the whole.

molecule | Pol beta inh | Pol eta inh | Pol iota inh | RXFP1 antagonist | APE1 inh | POLK inh | PGK inhibitor | BLM helicase inh | Anesthetic bind
Nc1cccc(C(=O)Nc2ccc(N)cc2Cl)c1 | 3.2% | 2.2% | 29.6% | 12.4 | 1.4% | -12.3% | i | -0.6% | 0.9%
Cc1ccc(S(=O)(=O)Cn2cnnn2)cc1 | 30.0% | 1.9% | -11.9% | 6.3 | 7.2% | -1.2% | -1.2% | -1.9% | -8.0%
O=C(c1ccc(Cl)nc1)c1cccs1 | -0.9% | -15.4% | 156.4%[activator] | -5.2 | -4.7% | -2.1% | -2.5% | 1.5% | -4.0%
COc1ccc(-c2nc(CS(=O)(=O)CC(=O)NCc3ccccc3Br)c(C)o2)cc1 | -11.4%&46.9% | -9.3% | -11.7%&-3.3% | -2.5&-12.8 | 4.0% | -13.3%&4.7% | -3.5% | -2.6%&-5.4% | -15.1%&-6.5%
CCOC(=O)N1CCc2c(sc(NC(=O)CN3CCOCC3)c2C#N)C1 | -2.4% | -16.5% | 59.6%[activator] | 1.2 | -1.9% | 1.5% | i | -3.5% | 5.8%
COc1ccc(C(=O)C2CCCN(C(=O)c3noc4c3CCCC4)C2)c(C)c1 (stereo not given) | -1.3% | 0.7% | 25.9% | -6.6 | 4.1% | -2.9% | -5.1% | -5.9% | -14.9%
CCc1ccc(-c2cc(C(=O)Nc3c(C)n(C)n(-c4ccccc4)c3=O)c3ccccc3n2)s1 | 0.8% | -15.0% | -4.5% | -0.7 | -4.8% | -13.8% | -8.9% | -3.7% | -15.5%
N=c1c(C(=O)NCC2CCCO2)cc2c(=O)n3ccccc3nc2n1Cc1ccccc1Cl (stereo not given) | 12.3% | 5.4% | 0.6% | -8.1 | -17.4% | 1.8% | -2.2% | -0.8% | 4.9%
O=C(NC(=S)N1CCOCC1)c1ccccc1Cl | 17.5% | -19.7% | 57.2%[activator] | 6.6 | 2.5% | -5.5% | 8.6% | 4.2% | -7.9%
O=C(Cc1ccccc1F)Nc1nc(-c2cccnc2)cs1 | -5.9% | -15.5% | 4.8% | -3.4 | 4.9% | 3.9% | i | -8.3% | 2.9%
Nc1c(N=Nc2cccc(Cl)c2)c(=O)[nH]n1-c1ccccc1 | -7.6% | -1.5% | 6.6% | -19.2 | 0.6% | -5.4% | 4.3% | -4.3% | -9.8%
CCOC(=O)c1cn(CC(=O)Nc2ccc3c(c2)OCCO3)nn1 | 1.4% | -17.4% | -0.9% | -1.8 | -0.4% | -4.8% | -0.9% | 3.4% | 0.8%
CS(=O)(=O)c1ccc2nc(NC(=O)CN3C(=O)NC4(CCCC4)C3=O)sc2c1 | 15.5% | -0.7% | 11.5% | 2.1 | 14.2% | -5.0% | -0.8% | -0.7% | -8.5%
CCOc1ncccc1C(=O)NCCc1ccc(Cl)cc1 | 9.1% | -17.2% | 57.2%[activator] | 1.0 | -7.9% | -3.5% | -15.1% | -5.1% | -16.9%
CN1CCC(=NNc2ccc(S(=O)(=O)N3CCOCC3)cc2[N+](=O)[O-])CC1 | -0.7% | -9.2% | 18.0% | 3.7 | -6.9% | -1.7% | -10.7% | 1.6% | 8.0%

The listing continues.
molecule | Pol beta inh | Pol eta inh | Pol iota inh | RXFP1 antagonist | APE1 inh | POLK inh | PGK inhibitor | BLM helicase inh | Anesthetic bind
N/C(=N\OC(=O)CC1CCCCC1)c1ccccc1 | 7.7% | -3.5% | 3.5% | -10.3 | 1.2% | -18.3% | -3.6% | -0.4% | -4.8%
CC#CCc1cc2ccccc2c(=O)o1 | -13.0% | -7.0% | 7.3% | 9.6 | -0.1% | -9.3% | 1.1% | -6.0% | -10.3%
CCC(=O)N(Cc1cc2cccc(C)c2[nH]c1=O)c1ccccc1OC | 6.9% | -13.5% | 30.3%[activator] | -16.1 | 0.5% | -9.1%[60.1 µM] | -8.0% | 0.4% | -14.1%
Cn1c(SCC(=O)NCc2ccco2)nnc1-c1c[nH]c2ccccc12 | 1.3% | -1.1% | ? | -5.8 | 14.7% | -7.4% | -9.7% | -3.7% | -11.1%
COCCC(=O)N1CCC(Oc2ccc(C(=O)NCCc3cnn(C)c3)cc2)CC1 | -6.1% | 10.5% | 17.8% | 6.3 | -2.1% | -7.4% | 8.1% | -7.4% | -0.6%
N#Cc1cc2c(nc1SCC(=O)Nc1sc3c(c1C#N)CCC3)CCCCCC2 | -2.3% | 4.9% | 0.2% | -2.3 | 0.0% | -22.7% | -1.1% | 0.5% | -13.4%
COC(=O)c1[nH]c2ccc(Cl)cc2c1NC(=O)c1ccccc1[N+](=O)[O-] | 10.9%[57.1 µM] | -11.2% | 13.9% | 4.0 | -2.1% | -29.4% | -5.6% | -0.5% | -9.9%
COc1ccc(C2(c3ccc(OC)cc3)NC(=O)N(CC(=O)Nc3ccc(N4CCOCC4)cc3)C2=O)cc1 | · | -15.8% | ? | -13.9 | -13.4% | -7.8% | -7.1% | · | ·
Cc1ccc(S(=O)(=O)C(CNS(=O)(=O)c2ccc(F)c(C)c2)c2cccs2)cc1 (stereo not given) | -1.4% | -17.8% | ? | -16.8 | · | 3.7%[60.1 µM] | i | -6.5% | -8.2%
C[C@@H](C(=O)NCc1ccccc1)[C@H]1C[C@]1(C)[C@H](NC(=O)OCc1ccccc1)c1ccccc1 | -28.7% | -7.8% | 27.3% | · | -8.1%&4.0% | -11.4% | 3.2% | -8.1%&-4.3% | -6.6%&43.9%
COc1ccc(C2CC(=O)n3c(nc4ccccc43)S2)cc1OC (stereo not given) | 21.4% | 6.0% | 9.3% | -16.5 | 11.9% | -15.9% | -9.4% | -4.0% | -10.0%
CCCCCCCCOC1OC(CO)C(O)C(O)C1NC(C)=O (stereo not given) | 7.8% | -11.5% | -4.2% | -16.6 | 2.5% | 5.6% | i | 0.2% | -6.5%
CCOc1ccc(-n2ccnc2SCC(=O)Nc2cccc3ccccc23)cc1 | 0.0% | 3.8% | 4.5% | -22.4 | · | -4.2%[60.1 µM] | -0.2% | -2.7% | 5.2%
O=C(CSc1nnc(-c2c[nH]c3ccccc23)n1-c1ccc(F)cc1)NCc1ccco1 | -9.5% | -14.1% | 18.0% | 2.7 | -2.2% | -5.9% | -9.8% | -9.8% | -10.3%
CCOc1ccccc1NC(=O)c1ccc(Cl)c(NC(=O)CC(c2ccccc2)c2ccccc2)c1 | 24.6% | -4.4% | -10.2% | -25.7 | -6.6% | -4.8%[60.1 µM] | -14.6% | -5.4% | -3.6%

Additional records
molecule | Pol beta inh | Pol eta inh | Pol iota inh | RXFP1 antagonist | APE1 inh | POLK inh | PGK inhibitor | BLM helicase inh | Anesthetic bind
COc1ccc(-c2csc(Nc3cccnc3)n2)cc1OC | 51.9% | 5.0% | 15.0% | -0.4 | -6.8% | -4.7% | 5.9% | -2.7% | -4.1%
COc1ccc(CN2CCOCC2)cc1Br | 32.8% | -4.0% | 29.9% | 3.9 | 11.0% | -15.1% | -3.0% | -3.6% | -20.6%
O=C1/C(=C/c2ccc([N+](=O)[O-])cc2)C=C(c2ccccc2)N1c1ccc(O)cc1 | 22.2% | -4.1% | -1.9% | -7.5 | 8.7% | -16.1% | -2.7% | -8.7% | -17.9%
CN(C)/C=C/C(=O)c1cccc(Oc2ncccn2)c1 | -1.0% | -10.2% | 7.0% | -25.4 | -4.4% | -10.9% | -3.9% | -0.1% | -11.0%
CCOC(=O)c1c(NC(=O)c2nn(CC)cc2Br)sc(C)c1C | -29.4% | -19.5% | 20.0% | 6.2 | 1.5% | 1.3% | 3.6% | -1.9% | -8.9%
Cc1ccc(C)c(OCCCN2CCc3ccccc3C2)c1 | -24.8% | -8.5% | 68.8%[activator] | -19.5 | -14.3% | -6.2% | 3.6% | -2.9% | -11.8%
COCCNC(=O)C(c1cccs1)N(CCc1ccccc1)C(=O)Cn1nnc2ccccc21 (stereo not given) | 5.1% | -0.1% | -2.3% | 2.4 | 17.7% | -20.1% | i | -0.4% | 4.5%
COc1cccc(C(c2sc3nc(-c4ccco4)nn3c2O)N2CCC(O)CC2)c1 (stereo not given) | 1.5% | -10.3% | 30.3% | -6.9 | · | 4.4%[60.1 µM] | i | 1.0% | ?
CCOC(=O)c1cc(CC)sc1NC(=O)COC(=O)C1CCC1 | -1.5% | -20.9% | 21.6% | -11.8 | 5.9% | -5.6% | i | -5.5% | 13.0%
O=C(NNC(=O)C1CCCO1)c1ccc(Cl)cc1 (stereo not given) | -5.1% | -3.7% | 4.1% | -2.7 | -2.9% | -11.1% | -4.8% | 1.4% | 0.2%
O=C(CN1C(=O)CCC1=O)c1ccc(-c2ccccc2)cc1 | -2.5% | -18.2% | 2.4% | 0.3 | ? | -2.0% | i | 1.8% | -4.9%
COc1ccc(-n2c(SCc3ccc(C#N)cc3)nnc2-c2ccccn2)cc1 | -8.5% | -20.8% | -0.1% | -1.8 | -4.2% | -10.9% | i | -2.7% | -14.9%
COc1ccc(NC(=O)COc2ccccc2F)cc1S(=O)(=O)N1CCCCC1 | 47.7% | -8.3% | 21.7% | 4.5 | -10.9% | -7.2% | 5.5% | -4.0% | -15.2%
O=C(Cn1cc2c(n1)CCCCC2)Nc1c(F)cc(F)cc1Br | -10.7% | 2.6% | 10.0% | -5.8 | 1.0% | -3.4% | -6.5% | -3.6% | 2.7%

Exported as labelled records: entries from further up.
> N/C(=N\OC(=O)CC1CCCCC1)c1ccccc1
  Pol beta inh: 7.7%
  Pol eta inh: -3.5%
  Pol iota inh: 3.5%
  RXFP1 antagonist: -10.3
  APE1 inh: 1.2%
  POLK inh: -18.3%
  PGK inhibitor: -3.6%
  BLM helicase inh: -0.4%
  Anesthetic bind: -4.8%
> CC#CCc1cc2ccccc2c(=O)o1
  Pol beta inh: -13.0%
  Pol eta inh: -7.0%
  Pol iota inh: 7.3%
  RXFP1 antagonist: 9.6
  APE1 inh: -0.1%
  POLK inh: -9.3%
  PGK inhibitor: 1.1%
  BLM helicase inh: -6.0%
  Anesthetic bind: -10.3%
